ALOX12 inh = Primary qHTS assay for inhibitors of human arachidonate 12S-lipoxygenase (ALOX12): Round 2; AID 1671190, 2021; Potency, µM (doses to about 108 µM), inactives show at the highest dose activity change, negative = inhibition, hits mostly inhibitors; 580,000 tested, 1.1% active; purified 12hLO, xylenol orange hydroperoxide absorbance; Polyunsaturated fatty acid lipoxygenase ALOX12 (Homo sapiens), P18054; active means well fitted inhibition curve with a large enough effect; inconclusive means small, poorly fitted or top-dose-only effect, or another doubt; inactive means no such curve, though single readings can be large or run the other way
Target sequence (P18054 whole entry, looked up): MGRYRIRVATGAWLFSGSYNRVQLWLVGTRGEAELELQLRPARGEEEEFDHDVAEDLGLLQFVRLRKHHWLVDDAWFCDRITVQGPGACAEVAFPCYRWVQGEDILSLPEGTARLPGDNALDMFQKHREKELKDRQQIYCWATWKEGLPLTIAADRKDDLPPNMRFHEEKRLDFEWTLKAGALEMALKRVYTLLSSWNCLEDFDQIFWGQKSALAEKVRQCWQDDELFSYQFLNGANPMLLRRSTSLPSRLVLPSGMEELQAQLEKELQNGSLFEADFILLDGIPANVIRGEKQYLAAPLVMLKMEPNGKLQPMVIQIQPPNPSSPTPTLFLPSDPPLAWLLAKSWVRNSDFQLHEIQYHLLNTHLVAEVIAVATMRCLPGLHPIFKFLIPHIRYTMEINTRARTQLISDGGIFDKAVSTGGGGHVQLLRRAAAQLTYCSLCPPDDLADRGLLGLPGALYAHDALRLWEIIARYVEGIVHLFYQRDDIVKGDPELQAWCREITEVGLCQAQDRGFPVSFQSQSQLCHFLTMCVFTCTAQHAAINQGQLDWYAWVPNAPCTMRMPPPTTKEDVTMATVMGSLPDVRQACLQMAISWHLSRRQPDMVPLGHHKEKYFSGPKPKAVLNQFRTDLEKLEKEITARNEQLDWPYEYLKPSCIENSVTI
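Purified human 12hLO at 150 nM in 25 mM Hepes, 0.01% Triton X-100, pH 7.0, preincubated 15 min at room temperature with compound. Reaction started with 40 uM arachidonic acid, 30 min at room temperature. Hydroperoxide measured by Fe-xylenol orange, 573/405 nm absorbance ratio.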
Numbers without * were called inactive; ? = inconclusive; [ ] = remark or other dose. On the % scale 0 is the no-effect control and ±100 the full control effect; potency means the concentration at half of the fitted maximal effect. The list is partial, so the mix of outcomes need not match the whole.

ALOX12 inh,molecule
70%,C=CCNC(=O)N[C@H]1CCN(C(=O)CSC)[C@@H]1C(=O)N[C@H](Cc1ccccc1)C(N)=O
-7%[176 µM],CN1Cc2ccc(NCc3ccccc3)nc2C(C)(C(=O)NCc2cccnc2)C1 (configuration not stated)
25%,O=C(c1cn2cc(Cl)ccc2n1)N1CCc2nc(-c3ccccc3)[nH]c2C1
-8%,O=C(c1cccs1)N1CCCC1c1nc(C2CCOCC2)no1 (configuration not stated)
21%,Cc1cccc(C)c1NC(=O)CN(C)CC(=O)NC(=O)NCc1ccccc1
48%[activator],CCCNC(=O)N1C[C@@H](Oc2cccnc2)C[C@@H]1C(=O)NCCOC
69%[176 µM],CC(C)CCN1CCCC2(COc3ccccc3C(=O)N2)C1 (configuration not stated)
1%,CCCS(=O)(=O)NC(C)C(=O)O (configuration not stated)
6%[176 µM],COc1cccc(NC(=O)N[C@H]2[C@H](O)[C@@H](Oc3ccccc3)[C@@H]3OC[C@H]2O3)c1
48%[activator],Cc1nc(C(=O)N2CC(F)(F)C[C@H]2c2nnc(C3CC3)o2)co1
9%,CC(C)(CO)NC(=O)CSc1ccc(C(F)(F)F)cc1Cl
15%,CC1(c2noc(C3CCOCC3)n2)CCN(Cc2ccc(OCC(N)=O)cc2)CC1
41%[activator],C[C@@H](O)[C@H](N)C(=O)N1CCc2onc(-c3cccc4ccccc34)c2C1
?,COCCn1c(=O)c(-c2cn(C)c3ccccc23)nc2cnc(N3CCNCC3)nc21
-1%[6.33 µM],Cc1ccc(C(=O)N2CCCC3(C2)C(=NC2CCCC2)NC(=O)N3c2cccnc2)cc1 (configuration not stated)
92%[activator],CC(Cc1ccncc1)Nc1nccc(-c2cnn(-c3ccccc3F)c2)n1 (configuration not stated)
-8%,CCN(CC)S(=O)(=O)c1ccc(/C=C\c2onc(C)c2NC(=O)C2CC2)cc1
46%[activator],Cc1cc(=O)oc2cc(OS(=O)(=O)c3ccc(Cl)cc3)ccc12
28µM*,S=C(NCc1ccccc1)Nc1ccc(Sc2ccc(Br)cc2)cc1
?,CCOC(=O)c1c(C)[nH]c(C(=O)C(C)Nc2cc(OC)ccc2OC)c1C (configuration not stated)

Continuation:
ALOX12 inh,molecule
45%[activator],Cc1cccc(C(=O)N2CCC(C(=O)N3CCCCCCNC(=O)CC3)CC2)c1
-11%,CC(C)(CO)NC(=O)c1nc(-c2ccc(COc3ccc4c(c3)OCO4)cc2)no1
24%,CC1(c2ccccc2)N(Cc2cccnc2)C(=O)OC12CCN(C(=O)c1ccc(F)cc1)CC2 (configuration not stated)
?,Cn1cc(C(C(=O)O)N2CCN(C=O)CC2)c2ccc(C(=O)O)cc21 (configuration not stated)
3%[176 µM],CN(Cc1cccc(C(F)(F)F)c1)C(=O)C(C)(C)C
43%[activator],CN(C)c1nc2c(c(=O)[nH]1)CCN(Cc1cc(F)c(F)cc1F)CC2
?,Cc1ccccc1NC(=O)c1ccc2c(Cl)c3c(nc2c1)CCCC3
52%[activator],CN(C)C(=O)c1ccc(-c2cccc(-c3ccn(CC4CC4)n3)c2)o1
?,Nc1ncnc2c1c(-c1cccc(OCc3ccccc3)c1)cn2C1CC(CN2CCCC2)C1 (configuration not stated)
34%[activator],COc1ccc(N2CC(C(=O)N3CCC(C(=O)N4CCC(C#N)CC4)C3)NC2=O)cc1 (configuration not stated)
7%[176 µM],Cc1ccccc1-c1ccc2c(n1)CN(CCOc1ccccc1)C(=O)CO2
-2%,COc1ccccc1-c1ccc(CN2C3CCC2CN(C(C)C)C3)cc1
-1%,Cc1ccc(-c2c(C(=O)c3ccccc3)[nH]c(N)c2C(=O)NCCc2c[nH]c3ccccc23)cc1
0%,CC1CCN(C(=O)c2ccccc2OCC2CCCN(C(=O)c3ccncc3)C2)CC1 (configuration not stated)
25%,CCCn1c(=O)n(CC(=O)Nc2ccc(F)cc2)c(=O)c2c1nc(C)n2CCOC
-27%,Cc1ccc(CCNC(=O)C2CCCC2)o1
?,CC(C)(C)OC(=O)N1CC(Nc2ccc(Oc3ccccc3)cc2)C1
4%,OCCC1CN(Cc2cccn2-c2ccccn2)CCN1Cc1cccs1 (configuration not stated)
-30%,Cc1c(-c2cccc(F)c2)c(=O)oc2ccccc12
106%[activator],COC[C@@H]1CN(Cc2c(OC)cccc2OC)C[C@H]1c1ccncc1

(continued)
ALOX12 inh,molecule
2%,COCCNC(=O)[C@@H]1C[C@H](Oc2cccnc2)CN1C(=O)COc1ccc(F)cc1
-4%[176 µM],COC(=O)c1ccc2c(c1)nc1n2[C@@H](CNC(=O)C2CC2)COC1
3%,O=C(CSC1CCc2ccccc2NC1=O)Nc1ccc(CCO)cc1 (configuration not stated)
?,COCCn1ncc(N2CCCC(CC(=O)NCc3cccc(C)c3)C2)cc1=O (configuration not stated)
?,CC1CCCN(C(=O)C2CCN(Cc3ccc(C(F)(F)F)cc3)CC2)C1 (configuration not stated)
6%,COCCOC1CCN(C(=O)NCc2ccc(C)cc2)CC1
45%,Cc1cccc(N2C(=O)CSC23CCN(C(=O)COc2ccccc2)CC3)c1
48%[activator],CC(=O)c1cc(CN2CCC(CO)(Cc3ccccc3Cl)CC2)cs1
-3%,O=C(Cc1ccccc1)Nc1ccc(O)c(-c2nc3ccccc3o2)c1
8%[176 µM],CNC(=O)[C@@H](C1CC1)N1CCC[C@H]1C(=O)N1CCC(C)CC1
77%[activator],OC(COc1cccc(CN2CCC(c3ncon3)CC2)c1)CN1CCOCC1 (configuration not stated)
30%,CN(C)C[C@@H]1CN(c2ncccn2)C[C@H]1NS(=O)(=O)c1cc(F)ccc1F
16%,Cc1nc2ncnn2c(N2CCCCCC2)c1Cc1ccccc1
17%[176 µM],COc1ccc(CNCC2(COc3cccnc3)C[C@@H](O)[C@@H](O)C2)cc1 (some centres not stated)
49%,CS(=O)(=O)N1CCCC(C(=O)Nc2ccc(SC3CCCC3)cc2)C1 (configuration not stated)
17%,Cc1ccsc1CN(C)C(=O)C1CCCN(C2CCN(C(=O)C3CC3)CC2)C1 (configuration not stated)
-18%,COc1cc(C2C3=C(CCCC3=O)OC3=C2C(=O)CCC3)ccc1OS(=O)(=O)c1ccc(C)cc1
?,CCOc1ccc(C(=O)CC2(O)C(=O)Nc3ccc(CC)cc32)cc1 (configuration not stated)
16%,CNC(=O)NC(=O)CN(C)Cc1cccc(Cl)c1Cl
37%[activator],O=C1NCCOCCCN(C(=O)CC2CCCC2)[C@H]2CCC[C@@H]12

Next part.
ALOX12 inh,molecule
1%,O=C(CN1CCCCC1)Nc1nc(-c2ccccc2)c(-c2ccccc2)s1
43%[activator],COc1ccc(C(=O)N2CCC(N3C[C@H](O)C[C@H]3C(=O)NCc3cccnc3)CC2)cn1
-2%,Cc1ccsc1CN(CC1CCCO1)C(=O)COc1ccccc1 (configuration not stated)
65%[activator],CN1CC2(CCN(C(=O)c3ccccc3F)CC2)CC(c2ccccc2)C1=O (configuration not stated)
?,CC(OC(=O)c1cccc(S(=O)(=O)N2CCOCC2)c1)C(=O)c1c[nH]c2ccccc12 (configuration not stated)
0%,Cc1ccc(NC(=O)C2CCCCC(=O)N2)cc1 (configuration not stated)
50%[activator][176 µM],CC1=C[C@@H](CNCc2ccc(F)cc2)[C@H](C(C)C)C[C@H]1Cc1nnc(-c2cncn2C)o1
-19%,CCC(C)c1ccc(-c2csc(NC(=O)C3CCN(C(=O)c4ccoc4)CC3)n2)cc1 (configuration not stated)
1%,Cc1ccccc1C(=O)NC1CCN(c2cc(C(F)(F)F)ncn2)CC1
-2%[57.4 µM],CCOC(=O)N[C@@H]1CC[C@@H]2[C@@H](C1)C[C@H]1C(=O)O[C@H](C)[C@H]1[C@@H]2C=Cc1ccc(-c2cccc(F)c2)cn1
99%[activator],COc1cccc(Cn2c(=O)c(-c3cccc(C#N)c3)nc3cnc(Nc4ccccc4)nc32)c1
23%,O=C(O)c1ccc(CN2CCC(Cc3cccc(C(=O)O)c3)C2)cc1 (configuration not stated)
-12%[57.4 µM],C[C@H](NC(=O)c1sccc1OCc1ccc(Cl)cc1)c1ccccc1
-8%,Cc1nc(C2CC(O)C2)cc(N2CCN(CCc3ccccc3)CC2)n1 (configuration not stated)
-30%,COC(=O)[C@H]1C[C@@]2(c3ccccc3)c3ccccc3N(S(=O)(=O)c3ccccc3)[C@H]2N1
45%[activator],COc1ccc(C(=O)N2CC[C@](O)(c3ccccc3)[C@H](N(C)C)C2)cn1
6%,COc1coc(C(=O)N2CCCC(c3ccccc3)(c3ccccc3)C2)cc1=O
28%,CCN(CC)c1ccc2nnc(CCC(=O)N3CCOCC3)n2n1
?,c1ccc(CNc2nc(Nc3ccccc3)nc3ccccc23)cc1
-9%,O=C(N/N=C/c1cccc(C(F)(F)F)c1)c1cccs1

Remaining list, next part.
ALOX12 inh,molecule
?,CC(C)C(=O)N(Cc1cc2ccccc2[nH]c1=O)c1ccccc1
?,O=C(/C=C/c1ccco1)Nc1ccc(SC2CCCC2)cc1
5%,CCNC(=O)CN1CCC(=O)N(Cc2ccc(F)cc2)C(C(C)C)C1 (configuration not stated)
4%,CCN1C(=O)C(=O)N(Cc2coc(-c3ccc(C)cc3)n2)C1=O
17%,CCN(CC)C(=O)C(c1ccccc1)N1CCN(S(=O)(=O)c2cccs2)CC1 (configuration not stated)
36%[activator],O=C(CCc1nnn2c1CN(C(=O)C1CCCC1)CC2)N1CCOCC1
?,COc1ccc(-c2ccc(CCC(=O)Nc3cc(Cl)ccc3OC)o2)cc1
?,O=C1NC[C@@H](CCCCN2C[C@H](Cc3ccccc3)N(CCC3CCCCC3)C(=O)C2=O)N(CCc2ccc(O)cc2)C1=O
?,O=C(O)C(c1c[nH]c2ccc(Cl)cc12)N1CCN(CCNc2cc(=O)oc3ccccc23)CC1 (configuration not stated)
30%[activator],O=C(CN1CCN(C(=O)c2ccc(I)cc2)CC1)N1CCCCC1
2%,CCc1cccc(NC(=O)N(C)CC2CCOCC2)c1
8%,CN(C)c1nc2c(c(=O)n(C)c(=O)n2C)n1CC(=O)c1ccccc1
?,N#Cc1ccc(NC(=O)c2nn(-c3ccccc3)c(=O)c3ccccc23)cc1
2%,COc1ccc(OC)c(NC(=O)COC(=O)c2sccc2C)c1
?,CCN(CC(=O)NCc1ccc(F)cc1)C(=O)c1ccc2c(c1)nnn2CC
38%[activator],COCCNC(=O)c1c(OCC2CC2)cc(=O)n2c1CCOCC2
48%[activator],CN1c2cc(C(=O)NC3CCCCC3)ccc2C(=O)N2CCCC21 (configuration not stated)
-11%,CCc1cc2c(nc1CC)CCCN2S(=O)(=O)c1ccccc1C
12%,O=C(Cc1ccc(Cl)cc1)N1CCC(N2CCCCCC2=O)CC1
-58%[176 µM],CC1=C[C@@H](CNC(=O)NC(C)C)[C@H](C(C)C)C[C@H]1Cc1nnc(-c2ccccc2F)o1

More results.
ALOX12 inh,molecule
36%[activator],OCC1CN(c2ncccn2)CC12CCN(C1CCSCC1)CC2 (configuration not stated)
9%[57.4 µM],COc1ccc(NC(=O)N2CC3(CCN(C(=O)c4csnn4)CC3)C2)cc1
49%[activator],Cc1cn2nc(C(=O)Nc3ccc(Cl)cc3)cc2c(N(C)Cc2ccccc2)n1
0%,COc1ccc(N(CC(=O)Nc2c(C)n(C)n(-c3ccccc3)c2=O)S(C)(=O)=O)cc1Cl
-21%,Cc1cnc(CNc2ncnc3ccc(-c4c(C)noc4C)cc23)cn1
2%,CC(C)OCc1ccccc1CNC(=O)c1nccnc1N
-6%,CCc1nc2ccc(C(=O)NC3CC3)cc2nc1CC
?,CC(c1ccccc1)N(C)C(=O)Cc1c[nH]c2ccccc12 (configuration not stated)
?,CCOC1CSc2sc(=S)sc2S1 (configuration not stated)
18µM*,Cc1cc(N2CCN(C(C(=O)O)c3c[nH]c4cc(Cl)ccc34)CC2)nc2ccccc12 (configuration not stated)
6%,Cn1cc(C(=O)NCCCN2CCCCCC2=O)c2ccccc21
35%,CC1(C)Cc2ccccc2C(C2=C(O)CCCC2=O)=N1
23%,CSc1cccc(NC(=O)O[C@@H]2CC[C@]3(C)C(CC[C@@H](O)[C@H]3CC(=O)NCc3ccccc3)[C@]2(C)CO)c1 (some centres not stated)
2%,CCNC(=O)NC(=O)CN(C)Cc1ccc(C2CC2C)o1 (configuration not stated)

Screening data: PubChem BioAssay, National Center for Advancing Translational Sciences (NCATS)
